# CASP6 VEID inh: inhibitors of human caspase-6; AID 686996; 350,000 compounds, 0.53% hits; inhibition, % at 12.5 µM; purified caspase-6, Z-VEID-R110 cleavage fluorescence; P55212;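 active means mean inhibition across replicates at least about 35%, with every replicate also reaching that limit, limit read from the data; inconclusive means only one of the two criteria met; inactive means neither criterion met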;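 further: 0% = median of neutral control wells and 100% = no fluorescence left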
# CFTR F508del cor: CFTR F508del correction in bronchial cells; CFBE cells, YFP halide quenching; stimulated with forskolin plus potentiator P3; % fluorescence drop versus neutral controls; activity (quench increase), % at 7.58 µM; 350,000 compounds, 0.36% hits; AID 720511;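 active means mean added fluorescence quench of at least 8% versus neutral control, with both replicates also reaching 8%; inconclusive means only one of the mean or replicate conditions met; inactive means mean below 8% and not both replicates reaching 8%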;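 further: cells transiently co-express mutant CFTR-F508del with the halide-sensitive YFP; corrector assay measuring rescue of mutant channel to the surface after 24 h compound exposure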
# RAD52 inh: blocks human RAD52 DNA annealing | recombinant RAD52 DNA annealing, FRET fluorescence | inhibition, % at 18.7 µM | 360,000 compounds, 0.46% hits | AID 651710;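 active means every replicate showing at least 50% inhibition; inconclusive means mean inhibition at least 50% but not in every replicate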
# Target sequence (P43351 whole entry, looked up): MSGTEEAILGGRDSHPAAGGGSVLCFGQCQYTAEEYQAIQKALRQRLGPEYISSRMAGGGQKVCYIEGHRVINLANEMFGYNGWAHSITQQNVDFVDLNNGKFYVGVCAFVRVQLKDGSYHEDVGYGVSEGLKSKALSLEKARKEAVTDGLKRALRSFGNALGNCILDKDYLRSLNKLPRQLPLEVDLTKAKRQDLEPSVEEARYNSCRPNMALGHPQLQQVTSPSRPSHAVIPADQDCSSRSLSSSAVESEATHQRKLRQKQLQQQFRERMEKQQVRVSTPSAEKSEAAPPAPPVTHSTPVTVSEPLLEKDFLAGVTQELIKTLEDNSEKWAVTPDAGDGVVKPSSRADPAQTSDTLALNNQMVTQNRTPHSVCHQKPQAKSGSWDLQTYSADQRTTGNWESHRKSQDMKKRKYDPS
# E-selectin induc: induces E-selectin expression in human endothelial cells. HUVEC E-selectin immunofluorescence imaging; normalized: neutral wells 0, TNF-alpha wells 100. AID 686992. 260,000 compounds, 0.37% hits. P16581. activation, % at 7.58 µM;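 active means mean E-selectin-positive cell signal at least 10% of the positive control, reached in at least 60% of replicates, without over 20% cell loss; inconclusive means no rule given, readout overlaps actives, possibly toxicity-flagged; inactive means the rest, including those meeting only one limit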;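 further: in these data hits start at about 27%; measured in HUVEC primary endothelial cells; signal is the percent of cells scored E-selectin positive by PE staining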
# Target sequence (P16581 whole entry, looked up): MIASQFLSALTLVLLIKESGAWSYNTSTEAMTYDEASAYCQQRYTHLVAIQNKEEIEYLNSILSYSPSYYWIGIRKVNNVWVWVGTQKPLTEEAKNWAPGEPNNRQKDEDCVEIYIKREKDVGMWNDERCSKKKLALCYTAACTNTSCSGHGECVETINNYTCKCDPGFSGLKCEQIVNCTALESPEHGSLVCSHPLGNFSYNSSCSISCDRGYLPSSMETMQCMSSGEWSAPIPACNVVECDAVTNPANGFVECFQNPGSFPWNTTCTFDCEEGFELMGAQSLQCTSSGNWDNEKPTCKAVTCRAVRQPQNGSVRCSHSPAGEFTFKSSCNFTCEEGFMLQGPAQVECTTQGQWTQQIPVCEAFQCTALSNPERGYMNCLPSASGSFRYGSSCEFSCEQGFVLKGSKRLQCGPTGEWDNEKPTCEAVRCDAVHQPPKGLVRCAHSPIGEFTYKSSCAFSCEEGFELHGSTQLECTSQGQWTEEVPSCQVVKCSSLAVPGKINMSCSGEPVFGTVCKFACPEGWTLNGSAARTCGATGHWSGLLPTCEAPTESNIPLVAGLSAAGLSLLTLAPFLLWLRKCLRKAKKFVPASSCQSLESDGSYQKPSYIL
#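 System: HUVEC, human umbilical vein endothelial cells; quantity: 3,000 cells/well; buffer or medium: EGM-2 medium, gelatin-coated wells; dosing: single-point compound dose; detection: immunofluorescence imaging; evaluation: % PE-positive cells; benchmarks: TNF-alpha, DMSO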
# RAD54 inh: inhibitors of human RAD54 branch migration | Q92698 | RAD54 Holliday junction branch migration, FAM/BHQ fluorescence | inhibition, % at 10.4 µM | 360,000 compounds, 0.14% hits | AID 602329;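 active means mean normalized replicate activity at least 40 and at least half of replicates scoring 40 or more; inconclusive means only one of the two criteria met; inactive means mean below 40 and under half of replicates reaching 40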;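 further: 0% = median of neutral control wells and 100% = median of positive control wells; inhibitors cause a drop in the FAM fluorescence signal; in these data hits start at about 50%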
# INS-1E GSIS act: GLuc luminescence reporter in INS-1E cells, primary screen for activators of glucose-dependent secretion of insulin. INS-1E GLuc reporter insulin secretion, 2-3 h. activation, % at 16.6 µM. 370,000 compounds, 0.61% hits. AID 743287;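 active means lowest replicate activation of at least 40%, so every replicate reaches that level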;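 further: 0% = median of neutral control wells and 100% = median of IBMX positive control wells; some compounds called inactive have numbers as strong as hits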
# DENV2 CPE rescue: DENV2-induced cell death inhibition; DENV2-infected cells, cytopathic effect rescue, plate reader; CPE inhibition, % at 9.99 µM; 350,000 compounds, 1.7% hits; in the data active means CPE inhibition above about 20%, passing the limit was not always enough; inconclusive means no clear call, values can overlap the other calls; tested in BHK-21 cells;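 further: 0% = median of neutral control wells and 100% = median of positive control wells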
# XiGFP reactiv: reactivates the inactive X chromosome in mouse fibroblasts. XiGFP mouse fibroblasts, % GFP-positive cells imaging, 3 d; cells co-treated with 5-aza-dC sensitizer; scaled so ellipticine positive control = 100%. activation, % at 7.58 µM. 360,000 compounds, 0.055% hits;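 active means mean normalized replicate activation at least 10% and every replicate at or above 10%; inconclusive means only one of the two criteria met; inactive means mean below 10% and not all replicates reach 10%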;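 further: 0% = median of on-plate neutral control wells and 100% = ellipticine 6 µM median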
#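 Assay system – SV40-immortalized XiGFP fibroblast cells, line 68-5-11 · Buffer or medium – DMEM supplemented with 5-aza-dC as sensitizing agent · Dosing – one concentration, pinned · Benchmarks – positive control ellipticine, 6 µM final · Times – 3 days compound exposure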
# Numbers without * were called inactive; i = inactive; ? = inconclusive; . = not tested or not shown. Only part of the results is shown; the hit share may differ from the screen's.
Molecule	CASP6 VEID inh	CFTR F508del cor	RAD52 inh	E-selectin induc	RAD54 inh	INS-1E GSIS act	DENV2 CPE rescue	XiGFP reactiv
COc1ccc(-n2c(/C=C/c3ccc4c(c3)OCO4)nc3ccccc3c2=O)cc1	-0.7	-1.0	-18.8	1.1	.	.	8.0	1.1
CC(C)CC#Cc1ccc([C@H]2[C@H](CO)N3CCCCN(C(=O)Cc4ccccn4)C[C@@H]23)cc1	.	-1.6	-3.6	-0.3	4.7	-7.2	.	0.2
CCCCCCC(=O)c1c(O)n(-c2ccc(OC)cc2)c(=O)[nH]c1=O (tested in a mixture with another compound)	0.4	0.6	-9.2	0.9	.	-8.6	-1.0	0.1
Cc1ccc(-c2nc3ccccc3c(=O)n2-c2cccc(C)n2)cc1	.	1.9	-4.8	.	.	9.6	3.9	0.0
CCCNC(=O)N1[C@H]2CC[C@@H]1C(C(=O)OC)=C(c1ccccc1)C2	1.0	1.0	-13.1	-0.1	-0.6	11.1	-1.7	0.2
S=C(NCCc1ccccc1)N1Cc2ccc(Br)cc2-n2nncc2C1	1.7	2.7	-10.1	0.4	1.9	-6.3	-16.9	-0.1
COc1ccc(-c2ccc3c(c2)CN(C(=S)NCCc2ccccc2)Cc2cnnn2-3)cc1	0.7	2.1	-1.9	0.2	-6.3	-1.2	?	.
COc1ccc(-n2nnnc2C(CCSC)N2CCC(n3c(=O)[nH]c4ccccc43)CC2)cc1 (configuration not stated)	0.9	0.5	-5.1	-0.1	-5.9	-13.5	7.1	0.9
c1ccc(CC2CCCCN2)cc1 (configuration not stated)	-0.3	-1.0	-6.3	.	-4.7	2.3	0.9	0.0
Cc1nc(CCl)cc(=O)[nH]1	4.3	-3.0	-20.4	.	.	-7.2	-0.1	0.0
CC(C)c1ccc(-n2c(O)c(/C=N/NC(=O)c3ccccc3O)c(=O)[nH]c2=S)cc1	22.3	-1.2	-45.1	-0.2	-6.3	-4.3	16.3	-0.1
CCN1CCN(c2nc([N+](=O)[O-])nn2C)CC1	1.4	2.0	6.0	2.9	.	6.2	11.5	0.4
CC1=Nc2cc(C(=O)N3CCC4(CC3)OCCO4)ccc2Sc2ccc(Cl)cc21	-9.8	-2.2	-1.5	.	6.5	1.1	0.3	0.0
CCOC(=O)c1c(C)n(CC(O)CN2CCOCC2)c2cc(Br)c(OC)cc12 (configuration not stated)	7.4	2.5	44.7	-3.7	.	-0.7	0.9	0.1
CN1CCCC(C(O)(c2ccccc2)c2ccccc2)C1 (configuration not stated)	2.1	-1.3	-10.0	-0.3	-0.8	2.9	7.5	-0.1
CS(=O)(=O)N1CCN(C(=N)N[N+](=O)[O-])CC1	0.7	1.7	-53.8	.	.	1.1	-4.7	0.0
CC12CCC(O)CC1CCC1C2CCC2(C)C(C3=CC(=O)OC3)C(O)CC12O (configuration not stated)	-1.3	2.4	-5.4	.	.	.	?	-0.2
O=[N+]([O-])c1cccc(CN2CCN(Cc3ccc(Cl)cc3)CC2)c1	2.7	2.6	-24.1	.	-0.5	1.3	19.2	0.1
COc1ccc(Cl)cc1C(=O)C1CCCN(CCO)C1 (configuration not stated)	-2.9	4.3	-11.9	0.0	.	-5.9	?	0.0
O=c1[nH]c(=O)n(CCc2ccccc2)c(O)c1/C=N/N1CCOCC1	0.1	0.6	-22.0	2.1	-6.3	7.6	-2.4	0.0
Cc1ccsc1C(=O)C1CCCN(Cc2cnn(C(C)C)c2)C1 (configuration not stated)	-0.8	0.9	-21.6	0.7	2.3	9.0	-7.5	0.4
OCC[n+]1c2ccccc2nc2ccc(N3CCOCC3)cc21	5.8	1.8	-7.2	0.5	3.0	.	-2.2	?
Cc1ccc(C(=O)C2(C)N(O)C(C)C(c3cccs3)=[N+]2[O-])cc1 (configuration not stated)	-1.9	.	-9.5	.	.	8.8	-11.3	.
Cc1nc2ccccc2c(=O)n1-c1ccncc1	3.3	-0.5	-1.5	1.1	-2.3	14.3	-2.4	0.0
Cn1cccc1/C=C1\C(=O)NC(=O)N(Cc2ccccc2Cl)C1=O	27.7	0.4	-64.0	.	.	3.1	3.3	0.1
COC(=O)C1=C(c2ccccc2)C[C@@H]2CC[C@H]1N2C(=O)NCCNC(C)=O	-4.8	-2.5	-2.8	0.0	-18.9	5.0	9.2	0.0
Cc1ccc2c(c1)c(=O)c1c3n2CCN(CC#N)C3CC1 (configuration not stated)	7.1	0.8	-12.4	-0.3	.	-4.3	.	0.2
CN1CCN(C(=O)O[C@H]2c3nccnc3C(=O)N2c2ccc(Cl)cn2)CC1	0.5	1.1	-9.4	-0.1	8.2	-10.1	-2.2	0.1
COC(=O)C1=C(c2ccc(Cl)c(C(F)(F)F)c2)C[C@@H]2CC[C@H]1N2C(=O)N1CCCC1	-1.6	2.3	-12.7	-0.2	-1.9	-25.8	-7.6	0.1
Cc1c(C(c2ccc(Cl)cc2Cl)c2c(O)c3ccccc3oc2=O)c(=O)n(-c2ccccc2)n1C (configuration not stated)	1.9	0.6	1.3	-0.1	-11.1	4.3	-1.5	-0.2
Cc1ccc(N2C(=O)NC(=O)/C(=C\c3cn(CC(=O)O)c4ccccc34)C2=O)cc1	1.2	-9.6	i	.	-1.1	-6.1	2.2	0.0
CCCCn1c(C)c(C(=O)O)c2cc(OC)ccc21	2.1	-0.5	-27.1	.	3.8	-7.2	-2.6	.
COc1ccc(CN2C(=O)NC(=O)/C(=C/c3ccoc3)C2=O)cc1	67.4*	0.8	i	5.2	-152.3	-7.6	-0.6	0.2
CCN(CC)C(=O)c1ccc(NC(=O)c2cccc(C(F)(F)F)c2)cc1	-1.6	1.5	-14.0	-0.8	1.9	-3.4	4.2	-0.3
CC1C2Cc3ccc(O)cc3C1(C)CCN2CC1CC1 (configuration not stated)	1.3	-1.9	-4.2	.	.	34.6	1.7	.
OC(c1cccc(Cl)c1)(c1cccc(Cl)c1)C1CN2CCC1CC2 (configuration not stated)	-10.7	-0.5	32.3	.	.	-5.2	5.0	0.0
Cc1ccc(-n2cc(CNC(C)Cc3cnccn3)c(-c3cccc(C)c3)n2)cc1 (configuration not stated)	3.4	4.0	-3.5	1.6	.	-38.3	-0.6	0.0
CN(C)N=O	2.6	1.3	-14.4	.	-8.2	2.1	-7.7	.
COC(=O)C1=C(c2cc3ccccc3s2)C[C@@H]2CC[C@H]1N2C(=O)NCc1ccc(C(F)(F)F)cc1	-0.9	0.2	-0.6	-0.1	-20.0	-24.8	?	0.1
CCOC(=O)[C@]12Cc3c(cc(OC)c(OC)c3OC)[C@H]1N(C)C(=O)c1cc(OC)ccc12	-2.3	3.5	-27.0	-0.1	.	-35.4	3.3	0.1
O=[N+]([O-])c1ccc(C2C3C(c4ccccc4)=NC4(CCCC4)N32)cc1 (configuration not stated)	1.6	.	0.9	.	-0.7	1.1	-2.6	0.0
Cc1ncoc1C(=O)NCC1=C(c2ccc3ccccc3c2)C[C@@H]2CC[C@H]1N2Cc1ccco1	2.2	3.2	-4.0	0.2	-8.8	2.2	-8.2	0.3
OCc1cnc[nH]1	0.1	-2.7	-14.4	0.0	5.9	.	-8.3	0.0
Cc1cc(N(CCCl)CCCl)ccc1C=NNC(=O)Cc1cc(=O)oc2cc(O)ccc12	2.1	3.0	-41.9	.	0.8	-3.6	?	-0.1
N#C/C(N)=C(/N)C#N	-2.4	-0.8	-22.4	.	-0.1	-11.3	-0.4	.
O=C(Cn1ncc2ccsc2c1=O)N1CCC2(CC1)OCCO2	-1.4	0.7	-6.5	.	-4.6	-5.6	5.0	.
CC(=O)OC(C)(C)/C=C/C(=O)C(C)(O)C1[C@H](O)C[C@@]2(C)C3CC=C4C(CC[C@@H](O)C4(C)C)[C@]3(CO)C(=O)C[C@]12C (some centres not stated)	22.1	-7.1	-10.1	0.3	6.8	-3.0	6.0	1.3
CN1CCN(c2nc3c(c(=O)[nH]2)CCC3)CC1	-0.7	-2.0	-17.8	.	19.0	7.8	-0.3	0.0
CN(C)CC1Oc2ccccc2OC1(O)c1ccccc1 (configuration not stated)	1.2	-10.4	-21.8	-0.1	4.6	-15.4	-7.0	1.1
CCn1c(O)c(/C=N/NC(=O)c2ccccc2)c(=O)n(CC)c1=S	-1.2	0.3	-63.3	6.1	5.7	.	1.9	0.0

# (more compounds)
Molecule	CASP6 VEID inh	CFTR F508del cor	RAD52 inh	E-selectin induc	RAD54 inh	INS-1E GSIS act	DENV2 CPE rescue	XiGFP reactiv
CCC(=NCc1cc(OC)cc(OC)c1)c1c(O)[nH]c(=O)[nH]c1=O	0.4	1.2	-6.7	8.2	.	.	0.6	0.1
O=C(Nc1ccccc1)N1CCC2(CC1)OCCO2	-0.4	3.1	-12.6	.	4.2	5.8	?	0.0
NC(=O)c1ccc(N)nc1	6.1	3.9	7.8	0.2	-10.4	.	0.1	0.5
CCCNC(=O)N1[C@@H]2c3ccc(-c4ccccc4OC)c(=O)n3C[C@H]1[C@H](CO)[C@H]2C(=O)OC	2.2	0.7	-4.9	1.0	4.0	2.6	.	0.2
COC(=O)C1=C(c2ccccc2OCc2ccccc2)C[C@@H]2CC[C@H]1N2C(=O)NCc1ccc(Cl)cc1	0.8	-3.5	-3.0	1.6	2.4	-29.1	57.8*	-0.3
O=c1[nH]c2ccccc2n1C1CCN(C(CCc2ccccc2)c2nnnn2C2CCCCC2)CC1 (configuration not stated)	-2.9	3.1	-13.3	-0.1	-7.4	-17.6	-19.4	-0.1
Cc1ccc(S(=O)(=O)N(C)C/N=C(\N)N[N+](=O)[O-])cc1	-1.6	3.8	-5.1	.	.	10.9	-0.6	0.0
CN1CCN(c2ccc([N+](=O)[O-])c3no[n+]([O-])c23)CC1	14.8	18.3*	i	1.1	-333.7	-65.9	-2.2	0.6
CC1C(c2ccccc2)OCCN1C (configuration not stated)	-3.8	-0.1	-9.5	.	.	.	2.2	0.0
COC(=O)C1=C(c2ccc(S(C)(=O)=O)cc2)C[C@@H]2CC[C@H]1N2C(=O)NCc1cccc2ccccc12	0.1	-0.6	-14.3	-0.2	-14.0	-4.3	-14.7	-0.1
Fc1ccc(N2Cc3ccccc3-n3nncc3C2)cc1	4.0	-2.7	-1.2	-0.1	5.3	-6.3	?	.
CCN(CC)C(=O)c1ccc(NC(=O)c2ccc(-n3cncn3)c([N+](=O)[O-])c2)cc1	5.5	-0.6	-4.6	.	5.2	13.7	6.9	0.2
CC(=O)O[C@H]1C(=O)[C@@]2(C)C([C@H](OC(=O)c3ccccc3)[C@]3(O)C[C@H](OC(=O)[C@H](O)[C@@H](NC(=O)Cc4ccccc4)c4ccccc4)C(C)=C1C3(C)C)[C@]1(OC(C)=O)CO[C@@H]1C[C@@H]2O (some centres not stated)	5.1	4.9	-6.0	.	-0.5	-5.5	-11.2	.
